HSP90 refold inh: HSP90 refolding inhibition in rabbit reticulocyte lysate; inhibition, % at 5.6 µM; AID 1789; 0.91% of 290,000 active; luciferase refolding luminescence, 3 h;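 active means inhibition above the screen-wide mean plus 3 SD, computed separately per campaign, cut at about 16% in these data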;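 further: 0% = DMSO wells and 100% = 60 µM geldanamycin wells; inhibitors lower the luminescence because luciferase stays unfolded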
aSyn 5UTR inh: 5' untranslated region of α-synuclein, MLPCN primary screen; inhibition, % (tested at 7.5 µM); 0.82% of 300,000 active; AID 1813; alpha-synuclein 5'UTR reporter, inhibitor activity; in the data active means inhibition above about 60%; inconclusive means no clear call, values can overlap the other calls;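 further: H4 neuroglioblastoma cells stably carrying SNCA 5'UTR luciferase fusion; 0% = DMSO wells and 100% = positive control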
HSF1 activator: increases HSF-1 driven luciferase reporter signal; NIH3T3-HGL HSF-1 luciferase reporter, MG132, 8 h; 100% = twice DMSO control signal; 1.7% of 300,000 active; AID 504408; activation, % at 9 µM;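 active means mean replicate activation of at least 50% with a set share of replicates each reaching 50%; inconclusive means only one of those two conditions met; inactive means mean below 50% and too few replicates reaching it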;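 further: 0% = median of the neutral control wells and 100% = twice that signal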
KLF5 inhibitor: inhibitors of KLF5 expression; 0.23% of 290,000 active; inhibition, % at 5 µM; AID 1700; DLD-1 KLF5 promoter-luciferase reporter, luminescence;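 active means inhibition above a per-plate limit of that plate's mean compound inhibition plus 3 SD, cut at about 60% in these data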;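 further: 0% = DMSO wells and 100% = LY294002 at 200 µM; higher means less KLF5 promoter-driven luciferase light; inactives centre near -14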
IEC-6 tox: IEC-6 cytotoxicity, counter-screen for KLF5 inhibitors | luminescence viability | inhibition, % at 5 µM | 0.78% of 290,000 active | AID 1825; in the data active means inhibition above about 22%;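 further: 0% = plate median of test compound wells and 100% = cytotoxic reference compound wells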
GSK3A inh: blocks human GSK-3 alpha kinase. AID 2650. 0.1% of 320,000 active. P49840. inhibition, % at 10 µM. ADP-Glo luminescence, 60 min;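 in the data active means inhibition above about 50%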;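 further: GST-tagged GSK-3 alpha with peptide substrate and 25 µM ATP; 0% = DMSO neutral wells and 100% = GW8510 positive control wells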
Target sequence (P49840 whole entry, looked up): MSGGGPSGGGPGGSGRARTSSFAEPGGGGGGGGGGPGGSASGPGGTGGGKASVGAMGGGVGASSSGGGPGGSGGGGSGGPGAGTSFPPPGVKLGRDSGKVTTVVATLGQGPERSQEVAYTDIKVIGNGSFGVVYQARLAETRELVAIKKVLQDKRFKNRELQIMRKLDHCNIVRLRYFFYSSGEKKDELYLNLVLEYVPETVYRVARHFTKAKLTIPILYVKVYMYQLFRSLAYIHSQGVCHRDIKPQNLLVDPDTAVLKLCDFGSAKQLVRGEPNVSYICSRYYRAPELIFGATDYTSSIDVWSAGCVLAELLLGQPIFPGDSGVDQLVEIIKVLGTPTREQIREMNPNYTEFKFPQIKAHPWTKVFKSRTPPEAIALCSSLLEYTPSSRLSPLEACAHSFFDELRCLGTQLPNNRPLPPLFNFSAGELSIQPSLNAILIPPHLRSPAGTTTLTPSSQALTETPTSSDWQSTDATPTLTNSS
GSK3beta inhib: human GSK3beta kinase inhibition. GST-GSK3beta kinase, ADP-Glo luminescence, 60 min; active compounds read low. activity score (negative = inhibition), % at 10 µM. 0.038% of 300,000 active;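 active means more than half of replicate wells score below -50%, meaning over 50% inhibition versus plate controls; inconclusive means some replicates but at most half score below -50%; inactive means no replicate scores below -50%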;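 further: 0% = median DMSO wells and -100% = median GW8510 positive control wells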
Target sequence (P49841 whole entry, looked up): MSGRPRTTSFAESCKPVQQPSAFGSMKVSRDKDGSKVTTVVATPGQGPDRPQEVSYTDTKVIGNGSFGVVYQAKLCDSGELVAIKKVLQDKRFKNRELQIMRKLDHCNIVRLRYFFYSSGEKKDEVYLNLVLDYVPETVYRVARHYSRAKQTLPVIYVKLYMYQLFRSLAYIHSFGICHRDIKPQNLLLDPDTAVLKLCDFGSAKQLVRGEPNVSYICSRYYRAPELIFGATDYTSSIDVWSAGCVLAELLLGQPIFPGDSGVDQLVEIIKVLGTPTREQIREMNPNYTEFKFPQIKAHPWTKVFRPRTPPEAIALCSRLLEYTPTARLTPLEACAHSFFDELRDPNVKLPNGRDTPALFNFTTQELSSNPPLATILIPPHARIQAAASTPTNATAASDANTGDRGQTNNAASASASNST
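Test system: GST-tagged human GSK3beta kinase, cell-free; evaluation: activity score scaled between in-plate DMSO and GW8510 controls; measured by: ADP-Glo luminescence; incubation: 60 min reaction, RT; benchmarks: DMSO and 20 µM GW8510; reagent: peptide substrate plus 25 µM ATP (final); medium: Tris/MgCl2 kinase buffer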
HSF1 inh: HSF1 inhibition; NIH3T3-HGL HSE-luciferase, MG132-induced, luminescence 8 h; active compounds read low; activity change, negative = inhibition, % at 7.5 µM (by protocol); 0.77% of 300,000 active;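 active means more than half of replicate wells show activity change below -50%, luminescence cut by over half; inconclusive means some wells, but at most half, below -50%; inactive means no replicate well below -50%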;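 further: luciferase reports HSF-1 transcriptional activity via heat shock element; 0% = median of DMSO wells and -100% = zero luminescence signal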
PolyA inh: yeast polyadenylation inhibition; 0.02% of 300,000 active; calls only at 12 µM; S. cerevisiae SKY197-pL101 polyadenylation reporter, beta-gal luminescence; efflux-impaired pdr1/pdr3 knockout yeast; score 100 = 6 SD above DMSO;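 active means lowest replicate activity score at least 50, where 100 means six control SD above control mean; inconclusive means lowest score under 50 but half or more replicates reach 50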;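 further: yeast exposed to compound for 9 h at 30 °C; higher score means more reporter readthrough which indicates perturbed polyadenylation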
AI-2 QS mod: Vibrio harveyi AI-2 quorum sensing modulation; Vibrio harveyi JMH597 AI-2 luminescence/OD600 ratio, 9 h; active compounds read low; strain lacks LuxN and CqsS sensors; 0 = neutral-control median; activity change, % at 7.5 µM; 0.4% of 300,000 active; AID 2094; in the data active means activity change below about -75%, passing the limit was not always enough; inconclusive means no clear call, values can overlap the other calls;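 further: luminescence divided by OD600 gain over 9 h not by final OD600 alone; inactives centre near 13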
The depositor's hits bear a star; i = inactive; ? = inconclusive; . = no result given. This is a subset; rates above refer to the full screens.

SMILES,HSP90 refold inh,aSyn 5UTR inh,HSF1 activator,KLF5 inhibitor,IEC-6 tox,GSK3A inh,GSK3beta inhib,HSF1 inh,PolyA inh,AI-2 QS mod
CCS(=O)(=O)Nc1cccc(C(=O)O)c1,2.4,12.3,-3.9,8.1,-3.8,-3.9,0.9,-6.7,i,-0.7
COc1ccc(C2C(C#N)=C(N)Oc3c2c(C)nn3-c2ccccc2)cc1Cn1nc(C)c([N+](=O)[O-])c1C (stereo unspecified),-2.6,21.2,-25.2,-32.2,-2.2,0.2,1.0,-5.0,i,31.7
COc1ccc(Cl)cc1C(=O)Nc1ccncc1,5.7,-10.9,-1.4,-18.3,0.3,5.0,-2.3,-6.1,i,9.6
COCCCn1c(SCC(=O)NCc2ccccc2)nc2ccccc2c1=O,-1.2,23.6,0.1,3.2,-5.9,-2.2,-0.5,0.4,i,52.4
Cc1ccccc1CN1CCN(S(=O)(=O)c2ccc(F)cc2)CC1,-1.5,6.7,-16.5,-21.1,-0.5,-2.7,0.2,4.2,i,-14.2
O=C(CSc1nnc(NC(=O)c2ccc(F)cc2F)s1)NC1CC1,12.4,-68.7,2.3,-56.0,7.0,-2.8,-3.0,9.9,i,9.5
Cc1ccc(C)c(NS(=O)(=O)c2ccc(OCC(=O)N3CCOCC3)cc2)c1,0.2,5.6,-1.6,-10.1,-4.0,-0.8,-2.4,-2.1,i,26.7
CCNc1nc(SCCOc2ccc(Br)cc2)nc(N(C)C)n1,1.7,35.0,24.0,-2.8,8.0,2.7,0.8,2.9,i,12.4
CC(=O)Oc1ccc2c3c(c(=O)oc2c1C)CCCC3,-3.2,10.3,4.6,-6.8,0.3,2.6,-0.9,-0.7,i,13.1
O=S(=O)(c1ccc(Nc2ccc(-c3ccc4c(c3)OCCO4)nn2)cc1)N1CCCC1,8.4,-120.8,26.4,-8.1,3.4,0.2,0.9,5.0,i,29.8
O=C(O)CCCN1C(=O)/C(=C/c2cn(-c3ccccc3)nc2-c2cccs2)SC1=S,3.2,-25.6,30.8,13.4,5.0,.,-1.1,4.5,i,41.9
Cc1noc(/C=C/N(C)C)c1S(=O)(=O)N1CCCC(C(=O)NCc2cccs2)C1 (stereo unspecified),0.9,16.4,-8.9,-4.8,-9.4,0.5,-0.2,1.4,i,22.0
COCCn1c(=NC(=O)CSCC(=O)N2CCOCC2)sc2ccccc21,-0.9,2.6,-5.8,-13.4,6.7,-2.1,-1.2,-4.9,i,10.1
CC(C)Sc1nc2c(c(=O)n1C)SC(C)C2 (stereo unspecified),0.6,19.8,-17.2,-19.8,-5.3,-0.6,-3.6,-1.2,i,17.7
C/C(Cl)=C/CSc1nnc2n(N)c(=O)c3ccccc3n12,6.2,-1.2,3.0,-5.4,-0.5,-0.8,2.9,-2.2,i,8.3
O=C(Nc1nnc(C2CCCCC2)s1)C1CC(=O)N(c2ccccc2)C1 (stereo unspecified),-1.2,-11.2,-25.9,0.6,-4.0,0.7,1.6,-1.4,i,-3.8
CC(C)c1ccc(NC(=O)c2snc3ccc(Cl)cc23)cc1,-7.5,-369.5,-12.4,-107.8,8.1,-0.8,0.4,8.8,i,19.0
COc1ccc(-c2cc(C)no2)cc1S(=O)(=O)N1CCN(c2ccc([N+](=O)[O-])cc2)CC1,2.3,20.5,4.9,-1.1,2.1,-0.7,-3.6,17.3,i,43.2
CS/C(=C\[N+](=O)[O-])Nc1ccc(C)cc1,0.8,2.5,13.5,-2.1,-2.9,-3.3,-2.1,6.1,i,16.6
O=C(O)Cn1nnnc1SCC(=O)Nc1ccccc1F,-0.3,16.0,-8.2,-12.5,-5.2,-1.2,3.2,-4.1,i,12.6
N#Cc1c(N)nc2c(c1-c1cccnc1)CCCCC2,2.0,11.0,-22.1,3.2,2.7,-0.9,1.0,-13.4,i,24.4
Cc1cc(C)n(CCN(C)C(=O)C2CCC(=O)N(CCN3CCOCC3)C2)n1 (stereo unspecified),-4.0,0.0,-23.5,-22.3,-6.7,-2.0,1.8,-7.5,i,14.4
CCOC(=O)c1[nH]c(C(=O)O)c(CCC(=O)OC)c1C,-0.3,-19.4,-5.3,-47.4,0.5,-2.4,1.5,3.5,i,5.1
Cc1ccc(NC(=O)Cn2cnc3c(nnn3Cc3ccc(F)cc3)c2=O)cc1,1.9,5.0,-3.5,2.8,1.4,-0.8,-1.0,0.3,i,25.3
CCOC(=O)c1ccc(NC(=O)NCCN2CCCCC2)cc1,0.8,1.1,7.9,-5.9,-4.2,.,-1.2,9.0,i,22.7
Cc1cc(C)n(CC(=O)N/N=C/c2ccc3c(c2)OCO3)n1,-1.3,0.9,5.4,-8.0,-1.7,0.2,2.9,-6.0,i,5.9
Cc1ccc(-n2[nH]c(C)c(C=Nc3ccc4[nH]c(=O)[nH]c4c3)c2=O)cc1,-4.0,-15.7,-13.8,22.9,4.8,-1.5,0.4,-4.6,i,5.9
CC12CCC(C(=O)N(c3ccccc3Cl)C1=O)C2(C)C (stereo unspecified),-0.7,-7.4,0.9,-0.6,1.1,-2.9,-3.5,-2.2,i,19.9
O=C1/C(=C/c2cccc(Cl)c2)SC(=S)N1CCC(=O)N1CCCCC1CCO (stereo unspecified),-0.7,-18.4,20.2,-7.6,-1.4,-13.3,1.9,8.4,i,-6.8
Cc1ccccc1Nc1ncnc2c1cnn2-c1ccccc1,-2.5,-111.6,-11.5,-51.1,-0.1,2.6,2.6,-19.9,i,15.6
COc1ccc2[nH]cc(CCNC(=O)c3ccc([N+](=O)[O-])cc3)c2c1,-3.1,9.0,-3.3,0.7,0.0,-0.8,0.6,-1.5,i,14.2
CCOc1ccc(NC(=O)CC2C(=O)N(c3ccccc3)C(=O)N2CCOC)cc1 (stereo unspecified),-0.2,-0.3,-23.8,-2.5,2.9,-2.5,2.3,-9.3,i,18.3
Cc1cc(NC(=O)Nc2cccs2)no1,0.3,-47.8,15.2,-19.1,2.1,1.3,-16.3,4.7,i,5.5
COc1ccc(S(=O)(=O)N2CCCOC2CNC(=O)C(=O)NCc2ccncc2)cc1 (stereo unspecified),-4.4,-8.5,-4.8,17.5,-0.9,-1.2,-0.6,-2.0,i,18.8
CCC(OC(=O)c1nsc(Cl)c1Cl)C(=O)NCc1cccs1 (stereo unspecified),1.6,-10.4,15.6,-12.3,1.8,-1.0,-6.2,-0.6,i,7.6
NC(=O)c1ccc[n+](CC(=O)c2ccc(NC(=O)c3ccccc3)cc2)c1,3.5,-6.3,-19.1,-25.0,4.0,-0.7,-4.0,-0.3,i,31.7
O=C(Nc1cc(-c2nn(CC(=O)N3CCCCC3)c(=O)c3ccccc23)ccc1N1CCOCC1)c1ccc(Cl)cc1,1.7,-8.9,7.6,0.1,-1.6,-2.2,-0.7,-4.2,i,20.4
S=c1[nH]nc(C2CCCCC2)n1/N=C/c1ccccc1Cl,1.2,8.1,1.4,-3.3,2.0,5.5,3.1,13.7,i,-13.3
COCCCNC(=O)c1ccc([N+](=O)[O-])cc1,-0.1,-9.5,-6.0,-21.9,4.4,-1.1,-3.8,-8.0,i,-4.5
COc1ccc(NC(=O)CN2CCN(CC(=O)Nc3ccc(OC)cc3)CC2)cc1,2.2,15.1,9.1,5.7,-1.0,-0.4,0.6,-1.8,i,-0.9
O=S(=O)(c1ccc2nc(-c3ccccc3)[nH]c2c1)N1CCN(c2ccc(Cl)cc2)CC1,-1.0,6.3,3.1,8.3,3.6,0.1,2.5,2.0,i,16.8
COc1ccc2nccnc2c1[N+](=O)[O-],0.1,-7.5,2.1,-1.4,-2.4,1.0,-1.1,3.1,i,24.6
COc1ccc(-c2nc(C)c(C(C)=O)n2O)cc1OC,1.6,-14.3,6.5,-25.1,3.7,-0.8,2.0,-2.6,i,13.6
CCc1cc(=O)oc2c(CN3CCCC3)c(O)c(Cl)cc12,-2.3,15.2,1.9,4.5,-1.8,-1.3,-0.8,-2.5,i,1.5
COc1cc(NCCC(=O)c2cccs2)c(OC)cc1Cl,3.8,25.5,8.8,0.5,-0.1,0.8,-0.2,0.3,i,22.8
COc1ccc(S(=O)(=O)Nc2c(C)n(C)n(-c3ccccc3)c2=O)cc1C(=O)O,0.2,22.2,-1.0,-55.8,-7.5,-3.0,-7.1,-3.1,i,32.9
Cc1ccc(-n2c(Cc3noc4ccccc34)n[nH]c2=S)cc1,0.9,0.0,0.8,-5.0,1.5,0.6,1.4,-4.2,i,22.4
CCCNc1nc2ccccc2n2c(C)nnc12,5.6,-23.6,27.5,-14.2,17.6,-0.8,0.9,7.5,i,-6.4
CCN(CC)C(=O)CSC(Nc1cccc(F)c1)=C(C#N)C#N,-2.6,-4.2,-4.3,-14.3,6.5,4.6,-3.1,-6.3,i,-4.4
S=c1[nH]ncn1/N=C/c1cccs1,0.5,-17.2,-5.1,-21.6,-6.7,7.6,0.9,3.7,i,18.9
Cc1sc2nc(CSc3ccccc3)nc(NCCN(C)C)c2c1C,-1.9,-7.2,15.8,-38.3,-0.9,6.5,1.3,4.4,i,19.7
CCOC(=O)c1sc(NC(=O)Cc2c(F)cccc2Cl)nc1C,0.8,-48.2,29.6,3.4,1.1,3.1,3.5,16.0,i,-39.2
COc1cc(OC)cc(C(=O)NCCc2cnc[nH]2)c1,4.2,-0.4,-9.4,-10.7,6.6,-1.4,-1.0,-0.5,.,5.3
O=C(NCC(c1ccco1)N1CCc2ccccc2C1)c1ccc(Br)cc1 (stereo unspecified),.,-7.0,17.5,.,.,2.2,-1.3,3.5,i,-7.1
O=C(NCc1ccc2c(c1)OCO2)c1cc2c(s1)CSC2,-2.0,-24.7,-0.5,-13.2,0.2,-0.2,-1.3,4.6,i,6.6
COc1cccc(C(=O)Nc2ccc3[nH]ncc3c2)c1,12.0,-75.8,23.8,-15.3,-2.6,2.9,1.9,4.8,i,11.3
COc1ccc(/C=C/C(=O)Nc2ccc(-n3nncc3-c3ccc(OC)c(OC)c3)cc2)cc1OC,1.4,?,11.8,4.2,0.2,15.6,2.4,-3.0,i,23.3
Cc1ccc(CSCC(=O)N(C)CC(=O)Nc2ccccc2Cl)cc1,.,-2.8,15.0,.,.,-3.2,0.3,15.4,i,42.0
CCN(CC)C(=O)c1ccccc1NC(=O)c1ccccc1SC,-2.8,-13.0,0.9,-7.6,-1.6,1.3,0.7,-0.8,i,7.0
